MrgX1 ag: human MrgX1 receptor agonism, primary screen. MrgX1-HEK293 cells, Fluo-4 calcium fluorescence, agonist mode; stronger effect = higher value. B-score at 10 µM. 310,000 tested, 0.44% active;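 active means calcium response B-score plate-corrected fluorescence ratio at least 3 library SD, with starting fluorescence B-score inside 5 SD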
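System – MrgX1-expressing HEK293 cells · Incubation – cells plated overnight, dye loaded 0.5 h 37 °C, 0.5 h room temperature · Technique – kinetic Fluo-4 NW fluorescence of intracellular calcium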
RGS4 act: potentiators or activators of RGS4 | HEK293 M3R/inducible RGS4, carbachol calcium flux Fluo4; stronger effect = lower value | B-score at 10 µM | 310,000 tested, 0.92% active | AID 463111;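 active means B-score of the integrated calcium signal more than 4 SD below the library mean, with starting fluorescence not abnormally high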;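 further: negative B-score means reduced calcium response which marks RGS4 activation or potentiation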
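test system = HEK293 cells with stable M3R and inducible RGS4 | schedule = recording 10 s baseline at 1 Hz, 100 s post-agonist | technique = Fluo4-AM (2 µM) calcium-flux fluorescence, kinetic read | measure = Agonist-evoked peak-minus-minimum fluorescence over baseline, integrated ratio, B score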
ANO1 activ: activators or potentiators of mouse TMEM16A chloride channel | HEK293 TMEM16A/YFP-H148Q/I152L, iodide quench fluorescence; stronger effect = lower value | AID 623877 | Q8BHY3 | 340,000 tested, 0.3% active | B-score at 10 µM;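 active means fluorescence-ratio B-score plate-corrected deviation score at least 3 library SD below zero, with starting fluorescence score within 5 deviations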;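 further: channel opened by trigger with iodide after compound preincubation; score built on the fluorescence ratio of max minus min over baseline; more negative score means more quench and so TMEM16A activation or potentiation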
KCNQ1 act: potentiates or activates the human KCNQ1 potassium channel | CHO-K1 KCNQ1, thallium flux FluxOR fluorescence; stronger effect = higher value | B-score at 10 µM | 310,000 tested, 0.35% active | AID 2648;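 active means fluorescence ratio B-score, a plate-corrected score, at least three library SD, with initial intensity B-score within 5 SD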
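System: CHO-K1 cells stably expressing KCNQ1 / Medium: assay buffer for compound exposure, DMSO matched across wells / Reagent: thallium- and potassium-containing depolarizing buffer / Compound: one concentration, matched DMSO / Incubation: 20 min compound pretreatment at room temperature / Measured by: kinetic FluxOR fluorescence, 10 s baseline plus 110 s post-stimulus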
KCNQ1 inh: human KCNQ1 channel inhibition | CHO-K1 KCNQ1, FluxOR thallium flux fluorescence; stronger effect = higher value | B-score at 10 µM | 310,000 tested, 1.3% active | AID 2642;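 active means compounds whose thallium flux B-score, printed positive for inhibition, exceeds three library SD while starting fluorescence stays within three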;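 further: channel opened by potassium depolarization with thallium stimulus after 20 min compound exposure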
MrgX1 allo act: allosterically activates human MrgX1 receptor signaling | B-score at 10 µM | MrgX1-HEK293, Fluo-4 calcium flux, FDSS; stronger effect = higher value | 310,000 tested, 0.63% active | Q96LB2;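 active means plate-corrected calcium response at least 3 library SD above typical, normal starting fluorescence, not activating the receptor alone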;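 further: compound read alongside a low EC10 to EC30 dose of BAM8-22 agonist; peak minus trough fluorescence over baseline measured at the second addition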
KCNK3 block: human KCNK3 channel inhibition, primary screen; 340,000 tested, 0.84% active; O14649; CHO-KCNK3 thallium flux, FluxOR fluorescence; stronger effect = lower value; B-score at 10 µM;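 active means B-score under library mean minus 4 SD, starting fluorescence ratio at most library mean plus 5 SD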;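 further: more negative B-score means stronger inhibition of thallium flux through KCNK3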
KCNK9 block: blocks the human KCNK9 two-pore domain potassium channel; HEK293 KCNK9, FluxOR thallium flux fluorescence; stronger effect = lower value; B-score at 10 µM; 310,000 tested, 1.2% active; AID 488922;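 active means ratio B-score over 3 SD below the library mean, with starting fluorescence within 5 SD of its mean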;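 further: negative B-score means less thallium flux so channel inhibition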
TMEM16A inh: blocks the mouse calcium-activated chloride channel TMEM16A | Q8BHY3 | HEK293 TMEM16A/YFP iodide influx fluorescence, ionomycin | normalized B-score (activity score, 25-100; higher = stronger inhibition) at 10 µM | 310,000 tested, 1.2% active | AID 588511;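 active means ratio plate-corrected score three or more library SD toward inhibition, starting fluorescence score within five deviations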;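 further: score derived from kinetic fluorescence span divided by baseline fluorescence per well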
hERG protect: compounds protecting human hERG from proarrhythmic drug block; Q12809; CHO-hERG, FluxOR thallium flux, dofetilide IC70 present; activation (rescue from dofetilide block), less the hit threshold, % at 10 µM; 310,000 tested, 0.51% active; AID 1511;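 active means activation above the mean of controls blocked by dofetilide plus 5 SD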;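 further: thallium influx through hERG after potassium depolarization seen as dye fluorescence rise; in these data hits start at about 4.7%; inactives centre near -7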
Target sequence (Q12809 whole entry, looked up): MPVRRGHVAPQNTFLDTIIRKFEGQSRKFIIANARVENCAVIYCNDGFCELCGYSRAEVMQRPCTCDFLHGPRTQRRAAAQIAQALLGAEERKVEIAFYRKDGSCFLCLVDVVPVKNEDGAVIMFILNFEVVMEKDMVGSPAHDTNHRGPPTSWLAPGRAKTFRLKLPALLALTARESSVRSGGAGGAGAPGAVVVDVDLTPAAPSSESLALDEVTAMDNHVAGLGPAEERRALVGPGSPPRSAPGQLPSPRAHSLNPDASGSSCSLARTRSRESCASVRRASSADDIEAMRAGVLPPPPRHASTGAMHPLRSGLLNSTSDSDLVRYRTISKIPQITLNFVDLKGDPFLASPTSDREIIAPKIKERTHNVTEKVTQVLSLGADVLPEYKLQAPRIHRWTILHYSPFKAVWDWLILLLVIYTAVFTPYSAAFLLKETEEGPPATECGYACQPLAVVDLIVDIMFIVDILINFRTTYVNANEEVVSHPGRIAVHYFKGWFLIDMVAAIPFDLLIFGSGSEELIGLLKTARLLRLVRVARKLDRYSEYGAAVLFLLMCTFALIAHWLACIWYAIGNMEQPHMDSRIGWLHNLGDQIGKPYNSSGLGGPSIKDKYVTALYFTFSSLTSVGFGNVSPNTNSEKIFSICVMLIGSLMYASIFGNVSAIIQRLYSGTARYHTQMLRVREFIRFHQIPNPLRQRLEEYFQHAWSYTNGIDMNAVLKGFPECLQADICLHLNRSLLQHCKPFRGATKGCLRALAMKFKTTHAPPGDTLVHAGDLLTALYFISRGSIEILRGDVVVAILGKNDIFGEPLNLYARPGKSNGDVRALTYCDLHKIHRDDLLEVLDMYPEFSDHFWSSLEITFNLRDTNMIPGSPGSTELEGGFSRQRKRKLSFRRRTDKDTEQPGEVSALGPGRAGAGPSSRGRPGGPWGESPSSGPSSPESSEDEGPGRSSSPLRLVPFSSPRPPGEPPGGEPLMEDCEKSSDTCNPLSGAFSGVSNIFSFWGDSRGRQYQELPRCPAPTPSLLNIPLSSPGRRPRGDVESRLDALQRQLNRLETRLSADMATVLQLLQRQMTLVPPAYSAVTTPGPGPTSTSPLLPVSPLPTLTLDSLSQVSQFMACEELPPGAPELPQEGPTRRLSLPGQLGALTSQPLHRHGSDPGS
RGS4 inh: inhibitors of human RGS4; HEK293 M3R/RGS4 inducible, Fluo-4 calcium flux; stronger effect = higher value; triggered by carbachol at its EC20; P49798; 310,000 tested, 0.45% active; B-score at 10 µM; AID 463165;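 active means B-score, a plate-corrected calcium signal, over three deviations above library mean, with baseline fluorescence within five deviations of library mean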;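 further: RGS4 expression induced by doxycycline in cells with stable M3 receptor; B-score is computed from the integrated fluorescence ratio over baseline after carbachol; higher B-score means a larger calcium signal and so more RGS4 inhibition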
* = called active by the depositor; i = inactive; nt = not tested or not shown.

SMILES | MrgX1 ag | RGS4 act | ANO1 activ | KCNQ1 act | KCNQ1 inh | MrgX1 allo act | KCNK3 block | KCNK9 block | TMEM16A inh | hERG protect | RGS4 inh
Cc1cc(=O)oc2cc(OCC(=O)OCC(=O)Nc3ccccc3C(C)C)ccc12 | i | i | i | i | i | i | i | i | i | -14.7 | i
COc1cc(CN2CCCCC2)ccc1OCc1ccccc1 | i | i | i | i | i | i | i | i | i | -6.7 | i
Nc1cccnc1Sc1ccc([N+](=O)[O-])cn1 | nt | i | i | i | i | nt | i | i | nt | -10.4 | i
Cc1csc2nc(NC(=O)c3ccccc3)sc(=O)c12 | i | i | i | i | i | i | i | i | i | -3.1 | i
NC(=O)c1nsc(C(=O)N(c2ccccc2)C(C(=O)NC2CCCC2)c2ccc3ncccc3c2)c1N (centres undefined) | i | i | i | i | i | i | i | i | i | -12.5 | i
O=C(CSc1nc2[nH]ncc2c(=O)[nH]1)Nc1ccccc1 | i | i | i | i | i | i | i | i | i | -11.1 | i
COc1ccc(Br)cc1C(=O)Nc1ccc(NC(=O)c2ccco2)cc1 | i | i | i | i | i | i | i | i | i | -4.0 | i
CCCCOc1ccc(Cc2cnc(N)nc2N)cc1 | i | i | i | i | i | i | i | i | i | -8.4 | i
CN(C)S(=O)(=O)c1ccc(NS(=O)(=O)/C=C/c2ccccc2)cc1 | i | i | i | i | i | i | i | i | i | -9.3 | i
CC(=O)c1sc(NC(=O)COc2ccc(Cl)cc2Cl)nc1C | i | i | i | i | i | i | i | i | i | -14.1 | i
OC(CN1CCCCC1)CN(c1ccccc1)c1ccccc1 (centres undefined) | i | -9.81* | i | i | i | i | i | i | i | -5.5 | i
Cc1ccc(-n2nc(C(=O)O)cc2-c2ccc(Cl)cc2)cc1 | i | i | i | i | i | i | i | i | i | -4.0 | i
Cc1cccc(NC(=O)CCNS(=O)(=O)c2cccc3nonc23)c1C | i | i | i | i | i | i | i | i | i | -5.2 | i
COc1ccc(CCNC(=O)CCNS(=O)(=O)c2cccc3nsnc23)cc1OC | i | i | i | i | i | i | i | i | i | -6.6 | i
O=C(CCC(=O)NCc1ccccc1)NCc1ccccc1 | i | i | i | i | i | i | i | i | i | -10.0 | i
CCOc1ccccc1Nc1nnc(SCc2nnc(-c3cc(OC)c(OC)c(OC)c3)o2)s1 | i | i | i | i | i | i | i | i | i | -7.6 | i
Cc1cc(OCCCCCn2ccnc2)cc(C)c1Cl | i | i | i | i | i | i | i | i | i | -19.3 | i
COCCn1c(=O)c2c(nc3n2CC(C)CN3CCc2ccccc2)n(C)c1=O (centres undefined) | i | i | i | i | i | i | i | i | i | -6.9 | i
COc1ccc(C2CC(=O)C=C(NCCC(C)C)C2)cc1 (centres undefined) | i | i | i | i | i | i | -22.2* | i | i | -15.5 | i
COc1cccc2cc(-c3n[nH]c(=S)n3C)oc12 | i | i | i | i | i | i | i | i | i | -11.4 | i
CCOC(=O)/C(=N\Nc1cc(C(F)(F)F)ccc1Cl)N(CC)CC | i | i | i | i | i | i | i | -13.3* | i | -5.3 | i
O=C(O)CSc1nc(-c2ccccc2)cc(=O)[nH]1 | i | i | i | i | i | i | i | i | i | -10.6 | i
Cc1c(NC(=O)CSc2nncc3ccccc23)c(=O)n(-c2ccccc2)n1C | i | i | i | i | i | i | i | i | i | -7.9 | i
COc1cc(S(=O)(=O)N(Cc2cccs2)C2CC2)ccc1-n1cnnn1 | i | i | i | i | i | i | i | i | i | -1.7 | i
CCOCCCNc1nc(C(F)(F)F)nc2c1nnn2Cc1ccccc1Cl | i | i | i | i | i | i | i | i | i | -10.2 | i
O=C(NCc1ccco1)Nc1cccc([N+](=O)[O-])c1 | nt | i | i | i | i | nt | i | i | nt | -6.4 | i
N#Cc1c(NC(=O)c2ccc(N3CCOCC3)c([N+](=O)[O-])c2)sc2c1CCCC2 | i | i | i | i | i | i | i | i | i | -11.1 | i
Cc1c(Br)cc(C(=O)NCCCN2CCOCC2)c(C)c1C | i | i | i | i | i | i | i | i | i | -4.6 | i
CCOc1ccc(CNC23CN4CN(CN(C4)C2)C3)cc1 | i | i | i | i | i | i | i | i | i | -5.8 | i
Cc1ccccc1NC1=C(Cl)C(=O)OC1NC(=O)c1ccccc1 (centres undefined) | i | i | i | i | i | i | i | i | i | -6.7 | i
Cc1cccc(N(CC(=O)N2CCN(C)CC2)S(=O)(=O)c2ccccc2)c1 | i | i | i | i | i | i | i | i | i | -4.9 | i
Cc1cc(C)c2sc(NC(=O)C3CC3)nc2c1 | i | i | i | i | i | i | i | i | i | -6.6 | i
Cc1c(OCC(=O)C(C)(C)C)ccc2c3c(c(=O)oc12)CCCC3 | i | i | i | i | i | i | i | i | i | -13.9 | i
COc1ccc(/C=C/C(=O)O)cc1S(=O)(=O)N1CCc2ccccc2C1 | i | i | i | i | i | i | i | i | i | -6.4 | i
O=C(O)c1cccc(NC(=O)c2ccccc2NC(=O)c2cccc([N+](=O)[O-])c2)c1 | i | i | i | i | i | i | i | i | i | -6.5 | i
CSc1cccc(NC(=S)Nc2cc(C)ccc2C)c1 | i | i | i | i | i | i | i | i | i | -9.1 | i
CCCCn1c(C(C)NC(=O)CCC)nc2ccccc21 (centres undefined) | i | i | i | i | i | i | i | i | i | -11.0 | i
CCCCC(O)(c1ccccc1)C(CN1CCOCC1)c1ccccc1 (centres undefined) | i | i | i | i | i | i | i | i | i | -4.8 | i
O=C(CSc1nccn1-c1ccc(F)cc1)NCc1ccc(F)cc1 | i | i | i | i | i | i | i | i | i | -7.3 | i
CCn1cc(S(=O)(=O)Nc2cccnc2)cn1 | i | i | i | i | i | i | i | i | i | -10.3 | i
CCOC(=O)NN1C(=O)c2ccccc2NC1c1cccnc1 (centres undefined) | i | i | i | i | i | i | i | i | i | -15.1 | i
O=C(O)/C=C/C(=O)NC1CCS(=O)(=O)C1 (centres undefined) | i | i | i | i | i | i | i | i | i | -3.3 | i
COC(=O)c1cn(NC(=O)c2cccc(F)c2)c(=O)c2ccccc12 | i | i | i | i | i | i | i | i | i | -4.3 | i
CCC(C)NC(=S)N1CCN(C)CC1 (centres undefined) | i | i | nt | i | i | i | nt | i | i | -9.6 | i
CC(C)CN1CCC(=O)N(CCN=[N+]=[N-])CC1 | i | i | i | i | i | i | i | i | i | -2.2 | i
O=C(CN1C(=O)CSC1=O)c1ccccc1 | i | i | i | i | i | i | i | i | i | -14.0 | i
CCN1CCN(c2ccc(S(=O)(=O)N3CCOCC3)cc2NC(=O)/C=C/c2ccc(OC)c(OC)c2)CC1 | i | i | i | i | i | i | i | i | i | -10.8 | i
Cc1nn(-c2ccccc2)c(N)c1N=Nc1ccccc1 | i | i | i | i | i | i | i | -10.7* | i | -12.4 | i
CC(C)[C@H](NC(=O)c1ccccc1)C(=O)OCC(=O)N1CCCCCC1 | i | i | i | i | i | i | i | i | i | -7.5 | i
Cc1[nH]c(=O)c(C#N)c(C)c1CSc1ncccn1 | i | i | i | i | i | i | i | i | i | -7.3 | i
COc1ccc(C/C(C)=N/NC(=O)C2COc3ccccc3O2)cc1 (centres undefined) | i | i | i | i | i | i | i | i | i | -7.9 | i
COc1ccc(-c2nn(-c3ccccc3)cc2/C=C/C(=O)OCC(=O)Nc2cccc(C#N)c2)cc1 | i | i | i | i | i | i | i | i | i | -4.8 | i
Cc1ccccc1-n1nnnc1Sc1nnnn1-c1ccccc1 | i | nt | i | nt | nt | i | i | nt | i | nt | nt
O=C(O)Cc1sc(-c2cccnc2)nc1-c1ccc(Br)cc1 | i | i | i | i | i | i | i | i | i | -7.3 | i
CCOc1ccccc1-n1nnnc1SCc1nc2ccccc2s1 | i | i | i | i | i | i | i | i | i | -16.1 | i
Cn1c(=O)c2c(nc(NCCNC(=O)c3ccco3)n2Cc2ccccc2F)n(C)c1=O | i | i | i | i | i | i | i | i | i | -3.9 | i
O=C(NCC1CC1)Nc1cccc(C(F)(F)F)c1 | i | i | i | i | i | i | i | i | i | -7.2 | i
O=c1c2ccccc2nc(SCc2ccccc2)n1CC1CCCO1 (centres undefined) | i | i | i | i | i | i | i | i | i | -12.7 | i
COCCCNc1ccc([N+](=O)[O-])cc1C(=O)Nc1cccc(C)n1 | i | i | i | i | i | i | i | i | i | -10.2 | i
O=C(O)c1ccc(NC(=O)c2ccco2)c(NC(=O)c2ccco2)c1 | i | i | i | i | i | i | i | i | i | -3.5 | i

Retrieved by compound from the entries so far, two records:
SMILES | MrgX1 ag | RGS4 act | ANO1 activ | KCNQ1 act | KCNQ1 inh | MrgX1 allo act | KCNK3 block | KCNK9 block | TMEM16A inh | hERG protect | RGS4 inh
O=C(O)Cc1sc(-c2cccnc2)nc1-c1ccc(Br)cc1 | i | i | i | i | i | i | i | i | i | -7.3 | i
O=C(NCC1CC1)Nc1cccc(C(F)(F)F)c1 | i | i | i | i | i | i | i | i | i | -7.2 | i

Next section:
SMILES | MrgX1 ag | RGS4 act | ANO1 activ | KCNQ1 act | KCNQ1 inh | MrgX1 allo act | KCNK3 block | KCNK9 block | TMEM16A inh | hERG protect | RGS4 inh
O=C(NCCc1c[nH]c2ccccc12)C1CCN(c2nnc(N3CCCC3=O)s2)CC1 | i | nt | i | nt | nt | i | i | nt | i | nt | nt
O=S1(=O)CC2SC(=S)N(c3ccccc3)C2C1 (centres undefined) | i | i | i | i | i | i | i | i | i | -8.3 | i
CC(C)(C)c1ccccc1OCC(=O)NCCCn1ccnc1 | i | i | i | i | i | i | i | i | i | -4.8 | i
COC(=O)c1cccc(CSc2nc3ccccc3[nH]2)c1 | i | i | i | i | i | i | i | i | 25* | -19.4 | i
O=C(CSc1nnc2ccc3ccccc3n12)N1CCOCC1 | i | i | i | i | i | i | i | i | i | -11.2 | i
Cc1ccc(NC(=O)CCn2nnc3ccccc32)cc1 | i | i | i | i | i | i | i | i | i | -4.1 | i
O=C(c1cc(Cl)ccc1O)N1CCN(S(=O)(=O)c2cccs2)CC1 | i | i | i | i | i | i | i | i | i | -14.8 | i
C/C(=N\NC(=O)c1cccc2ccccc12)c1ccccn1 | nt | i | i | i | i | nt | i | i | nt | -9.4 | i
O=C(Sc1nnc(-c2ccccc2)o1)N1c2ccccc2Sc2ccccc21 | i | i | i | i | i | i | i | i | i | -10.2 | i

Source: PubChem BioAssay (Johns Hopkins Ion Channel Center)
